NR1D1 modulator: modulators of human Rev-erb alpha DNA binding; Rev-erbα–FITC-DNA binding, fluorescence polarization, 90 min; activity, % at 10 µM; AID 1259318; hit rate 0.79% among 370,000; P20393;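 active = activity above about 14%, limit read from the data; passing the limit was not always enough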;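 also: 0% = DMSO wells with 35 nM protein and 100% = DMSO wells with 750 nM protein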
TCR-CD3 inh: inhibitors of human TCR-CD3 interaction. TAMRA-labeled TCR probe fluorescence, biochemical. inhibition, % at 9.4 µM. hit rate 0.37% among 360,000; in the data active = inhibition above about 19%;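 also: recombinant mutant TCR 2C K166C tagged with TAMRA read by polarization; 0% = receptor in buffer alone and 100% = receptor with positive control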
TDP2 inh: blocks human TDP2 phosphodiesterase activity; O95551; recombinant TDP2, T5PNP hydrolysis, p-nitrophenol absorbance 415 nm; inhibition, % at 12.8 µM; hit rate 0.34% among 370,000;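 active = inhibition above the mean of all tested compounds plus 3 SD, set per campaign, cut at about 25% in these data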;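 also: 0% = DMSO with enzyme and 100% = buffer with substrate but no TDP2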
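Assay system: Recombinant human TDP2 | Quantity: 120 nM TDP2 per well | Incubation: 2 h at 37 °C | Signal: Epi absorbance | Evaluation: Percent inhibition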
PG9 Ab binder: binds the HIV-1 gp120 antibody PG9. inhibition, % at 6.7 µM. AID 624416. hit rate 0.43% among 360,000. TR-FRET gp120-PG9 antibody binding; in the data active = inhibition above about 8.5%
LEDGF integ inh: blocks HIV-1 LEDGF/p75-dependent DNA integration; TR-FRET IN-LEDGF/p75 DNA integration, Eu/Cy5; inhibition, % at 3.7 µM; hit rate 0.64% among 370,000; AID 743269;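 active = inhibition above the screen-wide mean plus 3 SD, cut at about 13% in these data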;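 also: signal is the Cy5 over europium emission ratio at 671 and 618 nm; 0% = plate median of compound wells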
HTRA1 inh: HTRA1 (human) protease inhibition. Q92743. recombinant HTRA1, FP-rhodamine activity-based probe, fluorescence polarization. inhibition, % at 5.96 µM. hit rate 0.5% among 340,000; in the data active = inhibition above about 36%;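 also: 0% = enzyme with DMSO and 100% = wells lacking enzyme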
Target sequence (Q92743 whole entry, looked up): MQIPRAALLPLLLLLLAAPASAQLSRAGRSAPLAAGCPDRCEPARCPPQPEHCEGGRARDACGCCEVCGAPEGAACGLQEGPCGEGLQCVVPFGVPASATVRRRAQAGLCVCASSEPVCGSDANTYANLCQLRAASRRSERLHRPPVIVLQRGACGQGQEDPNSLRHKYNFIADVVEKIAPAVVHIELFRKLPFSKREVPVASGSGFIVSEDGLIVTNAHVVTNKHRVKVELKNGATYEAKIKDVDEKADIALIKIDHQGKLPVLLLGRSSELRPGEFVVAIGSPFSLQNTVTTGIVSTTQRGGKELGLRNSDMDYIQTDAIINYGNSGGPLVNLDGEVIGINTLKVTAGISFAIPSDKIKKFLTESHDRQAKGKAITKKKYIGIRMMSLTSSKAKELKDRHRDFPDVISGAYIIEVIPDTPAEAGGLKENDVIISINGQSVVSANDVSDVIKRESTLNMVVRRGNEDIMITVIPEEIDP
SIAE inh: inhibitors of human sialic acid acetylesterase SIAE; inhibition, % at 9.66 µM; hit rate 0.69% among 370,000; SIAE FP-Rh probe binding, fluorescence polarization; AID 1053197; Q9HAT2;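 active = inhibition above a cutoff: mean of compounds within the control limits plus 3 SD of those, cut at about 17% in these data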;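 also: 0% = plate median of compound wells and 100% = probe without SIAE protein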
Target sequence (Q9HAT2 whole entry, looked up): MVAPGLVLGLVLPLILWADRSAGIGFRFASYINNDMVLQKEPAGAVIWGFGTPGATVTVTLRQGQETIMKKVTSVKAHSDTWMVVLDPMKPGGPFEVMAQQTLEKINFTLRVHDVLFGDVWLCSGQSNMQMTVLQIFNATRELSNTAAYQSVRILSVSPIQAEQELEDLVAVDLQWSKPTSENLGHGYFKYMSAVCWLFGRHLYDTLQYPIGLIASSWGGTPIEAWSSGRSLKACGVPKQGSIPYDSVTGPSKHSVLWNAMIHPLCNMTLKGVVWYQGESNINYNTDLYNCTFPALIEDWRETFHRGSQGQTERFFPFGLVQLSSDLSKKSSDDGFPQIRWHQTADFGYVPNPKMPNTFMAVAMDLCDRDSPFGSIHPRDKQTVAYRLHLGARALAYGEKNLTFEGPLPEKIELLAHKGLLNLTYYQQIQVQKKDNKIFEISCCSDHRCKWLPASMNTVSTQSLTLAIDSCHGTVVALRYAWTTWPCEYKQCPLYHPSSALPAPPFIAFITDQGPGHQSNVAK
rCAG binder: binds r(CAG) RNA repeats; inhibition, % at 3 µM; hit rate 1.3% among 370,000; r(CAG) RNA repeat, TO-PRO-1 dye displacement fluorescence;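 active = inhibition above the plate cutoff, the mean of all test compounds on that plate plus 3 SD, cut at about 35% in these data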;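 also: 0% = DMSO alone and 100% = 100 µM mitoxantrone as full dye displacement; higher means more dye released from RNA so lower well fluorescence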
PRMT1 FP inh: PRMT1 (human) inhibition, primary screen | recombinant PRMT1, activity-based probe fluorescence polarization | inhibition, % at 2.79 µM | Q99873 | hit rate 1.3% among 370,000;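 active = inhibition above about 21% made by adding two undisclosed values, limit read from the data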
ABHD4 inh: ABHD4 (mouse) inhibition, primary FP screen. hit rate 0.54% among 370,000. Q8VD66. inhibition, % at 8.92 µM. AID 720543. purified mABHD4, FP-Rh probe fluorescence polarization;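 active = inhibition exceeding the mean over every tested compound plus 3 SD, cut at about 30% in these data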;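 also: 0% = plate median of compound wells and 100% = S159A mutant with DMSO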
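Assay system: mABHD4 protein; medium: HEPES pH 7.0, NaCl, Pluronic buffer; dosing: 8.92 µM, single dose; schedule: 45 min + 60 min at 25 °C; signal: FP readout, ex 525 nm / em 598 nm; read-out: normalized percent inhibition of probe labeling; repeats: single replicate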
Active calls of the source: *; . = not tested or not shown.

Order of results: TDP2 inh	ABHD4 inh	rCAG binder	PRMT1 FP inh	SIAE inh	LEDGF integ inh	PG9 Ab binder	TCR-CD3 inh	HTRA1 inh	NR1D1 modulator
CC1(C)CC(NC(=O)C2CCN(S(=O)(=O)c3ccc(Cl)c(C(F)(F)F)c3)CC2)CC(C)(C)N1
 : 0	5	11	0	0	2	-0.8	4	4	-3
COc1ccc(CN2C(=O)c3ccccc3C2=O)cc1C(=O)N(C)CC(=O)Nc1ccc(C)cc1
 : -4	-8	0	-2	6	6	-1.2	1	-8	0
Cc1ccc(S(=O)(=O)N2CCOCC2)cc1C(=O)NCC1CCCCC1
 : 4	-1	1	-2	1	-1	-0.5	-2	1	4
Cc1occc1C(=O)Nc1ccc2c(c1)OCCO2
 : -2	0	3	-2	-6	-1	-4.1	5	-1	0
c1csc(Cc2nn3c(-c4ccncc4)nnc3s2)c1
 : 7	8	4	3	-6	0	0.1	-3	1	-27
O=C(Cn1nnc(-c2ccc(Cl)cc2)n1)NCC1CCCCC1
 : -2	-9	-5	4	-1	-3	-0.3	-6	-3	-5
COc1ccc2oc(=O)c(C(=O)N3CCCc4ccccc43)cc2c1
 : 2	5	-6	-1	15	-3	0.1	-4	2	-8
Nc1ccc(S(=O)(=O)NC(Cc2ccccc2)C(=O)O)cc1 (stereo unspecified)
 : -10	1	-1	-2	2	1	-1.5	5	4	1
CCOC(=O)c1c(C)[nH]c(C(=O)COC(=O)Cn2cc(C(F)(F)F)ccc2=O)c1C
 : -2	1	1	1	8	-6	0.5	-5	-5	2
Cc1cccc(NS(=O)(=O)c2ccc(C(=O)NCCCN3CCCC3=O)cc2)c1C
 : 0	0	-4	-3	-2	-1	1.7	2	-1	0
COc1cc(OC)c(OC)cc1/C=N/N(C)c1ccccc1
 : -5	3	2	-1	6	3	-4.1	-12	7	-4
Cc1cc(C)n(C(=O)CNC(=O)c2cccc(Br)c2)n1
 : -12	0	-4	2	-6	-1	-1.6	6	-4	1
O=C(NCC(c1ccco1)N1CCCCC1)c1ccc(COc2ccc(Cl)cc2)cc1 (stereo unspecified)
 : 7	-4	-4	-3	-2	-2	-0.2	0	-40	-5
COc1ccc(NC(=O)COC(=O)Cn2cnc3ccccc32)cc1
 : -7	4	1	0	5	0	0.0	-3	9	6
CCOC(=O)c1c(C)[nH]c(C(=O)COC(=O)c2c(CC)noc2C)c1C
 : 6	9	-3	3	-3	-3	-0.9	-4	-2	-1
Cc1occc1C(=O)Nc1cccc2ccccc12
 : 4	-2	1	0	-6	-2	0.7	0	-18	1
CC1CCCC(NC(=O)c2ccc3c(=O)n(CC4CCCO4)c(=O)[nH]c3c2)C1C (stereo unspecified)
 : 8	2	-2	1	-3	-1	-1.1	6	1	-9
CC(C)CNC(=S)N1CCN(c2nc(-c3ccc(Cl)cc3)cs2)CC1
 : -15	-11	2	3	4	3	-1.6	-2	-13	4
Cc1nc2cc(NC(=O)NCCCO)ccc2o1
 : -8	7	-4	3	-3	-1	-0.7	-6	-2	1
CSc1ccc(Cl)c(C(=O)OCC(=O)N(C)CCC#N)c1
 : 11	-1	-2	-3	0	1	-0.4	2	9	5
O=C(CNC(=S)N(CCCN1CCOCC1)Cc1cccs1)NCc1ccccc1
 : 0	4	-9	3	-2	-3	-1.3	2	-2	5
Cc1noc(NS(=O)(=O)c2ccc(NC(=O)c3cc(S(=O)(=O)Nc4ccc(F)cc4)ccc3Cl)cc2)c1C
 : -2	5	59*	2	9	-1	0.5	-9	-4	3
CN1C(=O)c2cccc(NCCCN3C(=O)c4ccccc4C3=O)c2C1=O
 : -2	-2	-6	-4	1	-2	-1.0	-7	-6	46*
CCOc1ccc(CNC(=O)CCSCc2ccccc2F)cc1OC
 : -8	0	-4	4	-12	-6	0.7	-5	1	6
Cc1cc(NC(=O)c2cncc(Br)c2)no1
 : -1	-4	3	2	1	-2	0.2	1	0	1
O=C(Nc1ccc2c(c1)OCCO2)c1cccc(Cl)c1Cl
 : -5	-7	-1	3	3	-5	0.5	-3	-1	-2
Cc1cc(C)c(C#N)c(OCC(=O)c2ccccc2)n1
 : -1	0	-2	1	3	2	-1.2	6	-2	3
Cc1ccc(-n2nc3ccc(NC(=O)/C=C/c4ccco4)cc3n2)cc1C
 : 0	-46	21	8	-85	1	-0.8	5	-66	-12
CCOc1cccc(CN2CCC(Oc3ccc(C(=O)NCc4ccccn4)cc3)CC2)c1
 : 5	-9	-9	-4	8	4	-0.1	6	1	-1
Cc1nn(CCC(=O)Nc2cccc(C#N)c2)c(C)c1S(=O)(=O)N1CCCCC1
 : 13	1	2	0	0	2	0.1	3	0	-1
Cc1cc(Cl)nc(Cl)c1C(=O)NCc1ccc(Cl)cc1
 : 0	-7	0	2	-2	-6	-0.5	-3	-2	3
CCOc1cnc(-c2ccc(OC)cc2)o1
 : -2	5	3	2	-3	3	-3.3	3	9	-4
Cc1ccccc1CS(=O)(=O)c1snnc1C
 : 0	-3	-2	-2	-4	0	-3.3	0	3	-1
COc1ccc(-c2ccc3c(c2)c(C#Cc2ccsc2)c(-c2cc(OC)cc(OC)c2)n3C)cc1
 : 7	6	5	-2	4	1	-8.9	4	2	14
COc1ccc(Cl)cc1C(=O)NNC(=O)c1cc2ccccc2o1
 : 3	-2	3	-2	1	5	0.9	0	5	-4
COc1cc(NC(=O)c2ccc3c(=O)n(Cc4ccco4)c(=S)[nH]c3c2)cc(OC)c1OC
 : 2	9	8	2	9	-2	-0.1	-4	22	0
N#Cc1c(C(F)(F)F)cc(-c2ccccc2)nc1SCC(=O)N1CCOCC1
 : 11	-6	0	-2	1	0	0.1	7	6	-5
Cc1ccc(C)c(NC(=O)CN(C)C(=O)c2cccc(-n3cccc3)c2)c1
 : 7	2	10	2	-2	1	-0.9	7	-12	-30
O=C(CSc1nnc(-c2ccccn2)n1-c1ccc(Cl)cc1)Nc1ccc2c(c1)OCCO2
 : 2	-2	5	0	0	0	.	.	.	-6
CS(=O)(=O)c1cccc(C(=O)Nc2ccc(S(=O)(=O)N3CCCCC3)cc2)c1
 : 8	3	5	3	6	-2	-0.6	-4	-12	-4

Results in ABHD4 inh and LEDGF integ inh, for 2 of the compounds above:
structure	ABHD4 inh	LEDGF integ inh
Cc1ccccc1CS(=O)(=O)c1snnc1C	-3	0
COc1ccc(-c2ccc3c(c2)c(C#Cc2ccsc2)c(-c2cc(OC)cc(OC)c2)n3C)cc1	6	1

(continued)
Order of results: TDP2 inh	ABHD4 inh	rCAG binder	PRMT1 FP inh	SIAE inh	LEDGF integ inh	PG9 Ab binder	TCR-CD3 inh	HTRA1 inh	NR1D1 modulator
Cc1cc(C)c(S(=O)(=O)N2CCCOC2CNC(=O)C(=O)NCc2cccnc2)c(C)c1 (stereo unspecified)
 : 0	-2	-5	0	6	-6	-0.5	1	3	1
Cc1cccc(NC(=O)c2ccc3ccccc3n2)c1C
 : -3	-19	1	-2	-9	2	0.0	3	-9	-1
Cc1ccc(NC(=O)CSc2nccn2Cc2ccco2)cc1
 : 0	4	-4	1	2	1	-2.3	8	0	-1
O=C(CNC(=O)c1ccccc1F)NCc1ccccn1
 : 12	2	1	-9	0	0	-0.8	-2	7	3
Cc1ccc(NC(=O)CCNS(=O)(=O)c2ccc3[nH]c(=O)oc3c2)cc1N(C)C
 : -12	-1	6	-4	-2	2	-2.9	2	6	0
O=C(Nc1cccc(S(=O)(=O)NC2=NCCCCC2)c1)c1cc(-c2ccccc2Cl)nc2ccccc12
 : 3	-15	8	-2	1	0	-1.1	3	-32	-4
COc1ccc(C(O)c2nc(-c3cccc(C(=O)O)c3)cs2)cc1 (stereo unspecified)
 : -5	-2	4	3	-5	-1	-1.0	-2	.	4
CC(C)Nc1nc(NC(C)C)nc(C(N)=O)n1
 : -6	-7	3	4	-4	2	1.3	0	3	8
C/C=C/c1ccc(OCC(=O)Nc2cc(OC)c(OC)c(OC)c2)c(OC)c1
 : -14	-4	-8	2	1	-1	2.9	4	-7	-4
O=C(COC(=O)c1ccc(S(=O)(=O)N2CCOCC2)cc1)Nc1ccccc1F
 : 1	-2	4	6	-1	-2	1.7	-10	2	0
O=c1cc(CO)oc(CN2CCCC2)c1O
 : 0	1	1	2	3	1	-1.7	12	-1	-2
CC(C)(C)NC(=O)CCN(/N=C/c1ccc([N+](=O)[O-])o1)C1=NS(=O)(=O)c2ccccc21
 : -6	0	8	3	1	1	-3.5	10	7	5
CC1Cc2[nH][nH]c(=O)c2C(C2CCCC2)O1 (stereo unspecified)
 : 6	2	8	1	3	4	-2.2	7	.	1
CCOC(=O)C1(C)CCCN(C(=O)c2ccc3c(c2)OCO3)C1 (stereo unspecified)
 : -8	0	1	-1	-1	1	-0.8	-1	.	5
CCCCCSc1nc2c(cnn2-c2ccc(F)cc2)c(=O)[nH]1
 : 5	-6	-1	-8	-7	4	-0.7	-2	-10	-3
COc1cc(Cc2nccc3cc(OC)c(OC)cc23)c(S(=O)(=O)O)cc1OC
 : 41*	-2	3	-2	7	5	-3.2	7	-2	-1
Cc1ccccc1C(=O)Nc1cc(S(=O)(=O)N2CCOCC2)ccc1N1CCN(C)CC1
 : -8	2	1	0	2	-8	0.5	6	-6	4
CC1CC(C)CN(CCCNC(=O)C2CCCN(c3ncnc4c3nc3n4CCCCC3)C2)C1 (stereo unspecified)
 : -15	8	-7	-1	0	-1	-1.6	-2	0	-4
O=C(c1cccc(N2C(=O)C3C4C=CC(C4)C3C2=O)c1)N1CCN(c2ccccc2F)CC1 (stereo unspecified)
 : -12	3	-1	0	-3	-2	-0.8	0	-4	-1
CCOC(=O)Cn1nc(C)n(-c2c(C)cccc2C)c1=O
 : -4	0	0	-3	1	5	0.8	2	-1	7
S=C(Nc1cccc(Cl)c1)N1CCN(c2ccccn2)CC1
 : -12	0	-1	-5	7	4	-1.2	-5	1	-5
O=C(c1ccco1)N1CCN(C(=O)C2CC(c3ccccc3F)=NO2)CC1 (stereo unspecified)
 : -22	-9	2	3	2	-1	0.4	-11	0	-4
CN(C)CCCN(C(=O)c1ccc(S(=O)(=O)N2CCCC2)cc1)c1nc2c(F)cc(F)cc2s1
 : 6	3	-7	2	3	-3	-0.1	1	-3	-4
COc1ccccc1S(=O)(=O)Nc1ccc2nc(C)sc2c1
 : -7	-1	2	-4	3	0	-1.1	4	3	-4
CC1=CC2=NC(=O)/C(=C\c3cccn3CCOc3ccccc3C)C(=N)N2O1
 : -4	-29	1	-2	-31	0	-1.0	9	-90	2
CN(C)c1oc(COc2ccccc2F)nc1C#N
 : -4	8	3	0	-2	-1	0.2	-6	4	3
O=C1NC(c2ccccc2)=C(c2ccccc2)C1=O
 : -14	2	1	4	4	6	-2.8	8	5	0
O=C(CCc1ccc(S(=O)(=O)N2CCOCC2)cc1)Nc1nccs1
 : 2	-2	2	-3	3	1	0.4	-1	0	-1
CCc1ccc(NC(=O)c2ccnc(C(C)(C)C)c2)cc1
 : 3	-1	-3	-1	0	3	3.0	2	-4	-4

Screens from PubChem.

Not all compounds are listed (hit frequency here may not be typical).
